Bioassay records as filed in PubChem.
LDHA inh = qHTS assay for inhibitors of human lactate dehydrogenase; L-lactate dehydrogenase A chain (Homo sapiens), P00338; purified LDHA, NADH/diaphorase-resazurin fluorescence; stronger effect = lower value; activity change, % (values are at about 110 or 230 µM); 480,000 compounds, 0.15% hits; AID 1347041, 2019; in the data active = activity change below about -30%; inconclusive = mostly about -25% to -30%;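 note: plate controls were DMSO wells for no effect and wells without enzyme for full effect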
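Remaining NADH was detected by diaphorase (0.133 mg/mL) converting 37 µM resazurin to fluorescent resorufin, read at 0 and 20 minutes. The preceding 5-minute room-temperature reaction used 2 nM LDHA, 0.2 mM sodium pyruvate and 0.06 mM NADH at pH 7.4.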
POLB inh = qHTS Assay for Inhibitors of DNA Polymerase Beta; Potency, µM (titrated, usually from 114 µM), inactives show top-dose activity change, negative = inhibition, usual class: inhibitors; AID 485314, 2010; 340,000 compounds, 1.3% hits; Pol beta primer extension/strand displacement, fluorescence kinetic; note: potency is the fitted concentration of half-maximal effect; % is set by controls: 0 for no effect and ±100 for the full control effect
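10 nM enzyme + cpd, 15 min RT; start with substrate 50 nM final; read 0 min and after 10 min RT. Corrected, normalized data; 4-parameter Hill curve fit.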
POLK inh = qHTS for Inhibitors of Polymerase Kappa; purified Pol kappa, fluorescent DNA synthesis assay, 10 min; Potency, µM (doses to about 107 µM), for the others: at the top dose activity, negative = inhibition, hits mostly inhibitors; 400,000 compounds, 0.53% hits; AID 588579, 2011; note: potency is the fitted concentration of half-maximal effect; % is set by controls: 0 for no effect and ±100 for the full control effect
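10 nM Pol kappa preincubated 15 min at room temperature with compounds, then reaction started with substrate at 50 nM final. Fluorescence read kinetically at 0 and 10 min; buffer-only wells served as negative control.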
POLH inh = qHTS for Inhibitors of Polymerase Eta. DNA polymerase eta (Homo sapiens), Q9Y253. recombinant Pol eta, fluorescent DNA replication assay. Potency, µM (doses to about 114 µM), inactives show top-dose activity change, negative = inhibition, actives largely listed as inhibitors. 390,000 compounds, 1.2% hits; note: potency is the fitted concentration of half-maximal effect; % is set by controls: 0 for no effect and ±100 for the full control effect
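Fluorescent replication assay: 50 nM final substrate added after a 15 min room-temperature compound preincubation with 10 nM enzyme. Signal taken at 0 min and again at 10 min.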
12-LOX inh = Primary qHTS assay for inhibitors of human arachidonate 12S-lipoxygenase (ALOX12): Round 2 | purified 12hLO, xylenol orange hydroperoxide absorbance | Potency, µM (top dose mostly 108 µM), for the others: top-dose activity change, negative = inhibition, most hits filed as inhibitors | 580,000 compounds, 1.1% hits | AID 1671190, 2021 | Polyunsaturated fatty acid lipoxygenase ALOX12 (Homo sapiens), P18054; note: potency is the fitted concentration of half-maximal effect; % is set by controls: 0 for no effect and ±100 for the full control effect
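Hydroperoxide product was detected by ferrous iron/xylenol orange as the 573 to 405 nm absorbance ratio. Arachidonic acid at 40 uM (final) was turned over for 30 min at room temperature by 150 nM human 12hLO, pH 7.0 Hepes buffer, after 15 min compound preincubation.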
APEX1 inh = qHTS Assay for Inhibitors of the Human Apurinic/apyrimidinic Endonuclease 1 (APE1); recombinant APE1, TAMRA/BHQ-2 abasic DNA cleavage fluorescence; Potency, µM (series often up to 65.8 µM), for inactives: at the highest dose activity change, negative = inhibition, actives largely listed as inhibitors; 350,000 compounds, 0.35% hits;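 note: potency is the fitted concentration of half-maximal effect; plate controls were vehicle for no effect and reference inhibitor for full effect; nearly all actives have a fitted effect of over 55% in size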
Target sequence (P27695 whole entry, looked up): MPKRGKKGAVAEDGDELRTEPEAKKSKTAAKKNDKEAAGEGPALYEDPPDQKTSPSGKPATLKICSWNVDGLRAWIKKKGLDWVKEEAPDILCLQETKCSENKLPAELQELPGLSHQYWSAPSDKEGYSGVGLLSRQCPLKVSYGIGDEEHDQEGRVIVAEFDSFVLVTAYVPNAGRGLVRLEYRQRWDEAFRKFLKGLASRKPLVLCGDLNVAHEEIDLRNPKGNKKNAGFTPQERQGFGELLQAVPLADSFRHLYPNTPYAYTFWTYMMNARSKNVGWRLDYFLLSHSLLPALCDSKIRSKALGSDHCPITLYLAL
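Substrate: short duplex with […] THF abasic site, 5'-TAMRA and 3'-BHQ-2, 50 nM final. APE1 at 0.75 nM, preincubated 15 min RT with compound. Fluorescence increase from first to third read measured activity.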
RGS4 inhibitor = Inhibitors of Regulator of G Protein Signaling (RGS) 4: qHTS; Regulator of G-protein signaling 4 (Homo sapiens), P49798; Transcreener GDP fluorescence polarization, RGS4-accelerated GTP hydrolysis; Potency, µM (top dose mostly 114 µM), without a hit: at the highest dose activity change, negative = inhibition, usual class: inhibitors; 390,000 compounds, 0.039% hits; note: potency is the fitted concentration of half-maximal effect; % is set by controls: 0 for no effect and ±100 for the full control effect; nearly all actives have a fitted effect of over 75% in size; some results filed as inactive show a strong effect at the top dose
Target sequence (P49798 whole entry, looked up): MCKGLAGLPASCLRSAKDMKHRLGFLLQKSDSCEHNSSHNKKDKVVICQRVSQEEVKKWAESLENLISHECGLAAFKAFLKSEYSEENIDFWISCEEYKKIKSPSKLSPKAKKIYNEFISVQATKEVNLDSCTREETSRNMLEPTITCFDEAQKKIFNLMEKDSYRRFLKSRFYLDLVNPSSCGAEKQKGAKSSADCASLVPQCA
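MLSMR compounds (23 nl, pin-transferred) preincubated 10 min at room temperature with a 500nM (2x) first reagent, then RGS4 at 900nM (2x) plus Transcreener GDP mix added; fluorescence polarization (620/688 nm) read before and after 90 min at 30 °C.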
ERG-DNA inh = qHTS for Small Molecule Inhibitors of the ERG Ets/DNA interaction; AID 624246, 2012; 370,000 compounds, 0.028% hits; Transcriptional regulator ERG (Homo sapiens), P11308; fluorescence polarization, His-ERG Ets domain / labelled DNA; Potency, µM (top dose mostly 76.9 µM), for inactives: at the top dose FP activity, negative = inhibition, most hits filed as inhibitors; active = well fitted inhibition curve with a large enough effect in the polarisation, with a control signal flat; inconclusive = small, poorly fitted or top-dose-only effect, or effect the other way, or a change in a side signal; inactive = no such curve, though single readings can be large or run the other way; the % refers to the polarisation;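 note: polarization taken with two DNA probes labelled with fluorescein and Texas red; potency is the fitted concentration of half-maximal effect; % of control where 0% means no effect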
Target sequence (P11308 whole entry, looked up, the tested form may be a part): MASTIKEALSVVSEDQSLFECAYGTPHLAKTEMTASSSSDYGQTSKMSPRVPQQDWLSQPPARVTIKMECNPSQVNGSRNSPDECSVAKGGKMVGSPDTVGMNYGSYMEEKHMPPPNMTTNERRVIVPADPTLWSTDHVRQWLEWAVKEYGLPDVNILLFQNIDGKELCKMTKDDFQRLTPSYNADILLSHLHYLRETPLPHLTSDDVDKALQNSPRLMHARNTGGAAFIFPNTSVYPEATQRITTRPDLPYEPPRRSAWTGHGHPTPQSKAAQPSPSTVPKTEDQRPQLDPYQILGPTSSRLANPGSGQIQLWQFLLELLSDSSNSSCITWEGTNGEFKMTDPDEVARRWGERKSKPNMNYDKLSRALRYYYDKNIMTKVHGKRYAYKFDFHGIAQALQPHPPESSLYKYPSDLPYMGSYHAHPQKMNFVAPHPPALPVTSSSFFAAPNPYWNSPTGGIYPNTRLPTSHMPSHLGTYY
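His-tagged ERG Ets domain (1 uM in the protein solution; 300mM KCl, 50mM Tris-HCl, 1mM EDTA, 1mM DTT, pH 7.5) received compound, then a probe mix of 5 nM fluorescein-DNA and 100nM Texas-615-DNA. Fluorescence polarization was read for both dyes.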
Apoferritin bind = qHTS Assay for Identification of Novel General Anesthetics; Ferritin light chain (Equus caballus), P02791; apoferritin/1-aminoanthracene competitive binding, fluorescence; 350,000 compounds, 0.074% hits; Potency, µM (series often up to 77.5 µM), for inactives: at the top dose activity change, negative = displacement, usual class: inhibitors; note: potency is the fitted concentration of half-maximal effect; % is set by controls: 0 for no effect and ±100 for the full control effect; nearly all actives have a fitted effect of over 20% in size
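In PBS, apoferritin at 10 uM is loaded with 1-AMA from a 50% saturated solution. After 10 min of compound exposure at ambient temperature, reduced 535 nm fluorescence indicates probe displacement.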
* = called active by the depositor; ? = inconclusive; . = not tested or not shown; [ ] = dose if it differs, or a comment. Unless noted, calls come from the whole dose curve; as a rule, active = well fitted curve in the direction sought with a large enough effect; inconclusive = small, poorly fitted or top-dose-only effect, or another doubt; inactive = no such curve, though single readings can be large; an effect the other way counts as inactive or inconclusive. An excerpt; the hit share may differ from the screen's.

SMILES | LDHA inh | POLB inh | POLK inh | POLH inh | 12-LOX inh | APEX1 inh | RGS4 inhibitor | ERG-DNA inh | Apoferritin bind
Cc1ccc2c(c1)nnn2C1CCN(CC(=O)N2c3ccccc3CC2C)CC1 (centres undefined) | -1 | 3% | -6% | -6% | ? | 21% | 6% | 6% | -15%
O=C1Nc2ccccc2C12OCCCCO2 | -2 | ? | 1% | -9% | 11% | 2% | -6% | -2% | -13%
COc1cc(C2OC(=O)C3C(c4ccc(OC(C)=O)c(OC)c4)OC(=O)C23)ccc1OC(C)=O (centres undefined) | 1 | . | 14% | -11% | 0% | . | -6% | -1% | .
CC(C)NCC(O)COCCOc1ccc(Br)cc1 (centres undefined) | -8 | 15% | -5% | -9% | -26% | 3% | 7% | -1% | -2%
C#CCOCCOCCOCCNc1nc(N2CCOCC2)nc(N2CCN(C(=O)CCCCCCCCCCNC(=O)[C@H](CO)n3cc(CCCSC)nn3)CC2)n1 | 1 | . | -1% | -12% | -17% | 13% | ? | 3% | .
CC(=O)Nc1ccc(C(=O)NNS(=O)(=O)c2ccc(C)cc2)cc1 | 2 | 3% | 5% | -20% | 6% | ? | 14% | 3% | -4%
CN(c1ccc([N+](=O)[O-])cc1C(=O)Nc1ccccc1)C1CCCCC1 | 2 | 3% | -3% | -10% | 23% | -4% | -48% | 0% | ?
c1ccc(-c2ccc(-c3csnn3)cc2)cc1 | -8 | 33% | -21% | -1% | 0% | -5% | 0% | 6% | -10%
CCOC(=O)CCNC(=O)CNC(=O)OCc1ccccc1 | -5 | -1% | -17% | -21% | 144%[activator] | 2% | 1% | -12% | -1%
CC(=O)c1ccc(S(=O)(=O)NCCCC(=O)N(C)Cc2ccc3c(c2)OCO3)cc1 | -1 | . | -1% | -14% | 6% | -16% | 10% | 2% | .
CCN(Cc1nc2cc(Cl)ccc2c(=O)[nH]1)C(=O)c1cccc(OCc2c(C)noc2C)c1 | 3 | . | 11% | ? | -18% | -10% | -1% | -7% | .
O=C(NC(=S)Nc1ccc2c(c1)OCCO2)c1cccc(Br)c1 | -1 | -3% | -1% | -26% | 28µM* | -5% | -26% | 4% | -21%
CCOc1ccc(N(CC(=O)NCCc2ccccc2)C(=O)CCC(=O)Nc2cc(C)ccn2)cc1 | -6 | 18% | -14% | 0% | -16% | 27% | 22% | 7% | -6%
O=C(c1cc(COc2ccccc2)on1)N1CCCC(OCc2cccnc2)C1 (centres undefined) | -2 | 26% | -2% | -19% | -4% | 28% | 19% | -1% | -12%
O=[N+]([O-])c1ccc(Cl)c(S(=O)(=O)Nc2ccc(-c3ccc(N4CCCC4)nn3)cc2)c1 | -8 | . | -9% | 45µM* | -12% | -5% | 0% | -8% | .
O=C(Cc1ncc(C(F)(F)F)cc1Cl)Nc1ccc(F)cc1 | -4 | -23% | -9% | -25% | 0% | -10% | -5% | -4% | 1%
COc1cc(C(=O)Nc2ccc(NC(=O)c3ccc(C(C)(C)C)cc3)cc2)cc(OC)c1OC | -6 | 2% | -5% | -17% | -18% | . | 0% | 5% | -17%
CCn1cnc2c1c(=O)n(Cc1csc(-c3ccccc3)n1)c(=O)n2Cc1ccccc1 | 0 | 16% | -9% | -8% | ? | -8% | -1%[11.4 µM] | 16% | -12%
CC1CCN(S(=O)(=O)c2ccc3[nH]cc(C(=O)NCCN4CCOCC4)c(=O)c3c2)CC1 | 0 | 3% | -17% | -3% | 430%[activator] | 22% | 10% | -1% | -3%
COc1cc(C(=O)Nc2cc3c4c(c2)CC(=O)N4CCC3)cc(OC)c1OC | -1 | . | -17% | -9% | -19% | 9% | -18% | 2% | .
COc1ccc(N(CC(=O)Nc2cc(OC)cc(OC)c2)S(=O)(=O)c2c(C)noc2C)cc1 | -7 | 0% | -28% | -20% | -4% | . | 9% | 5% | 92%[activator]
Cc1ccccc1NC(=O)COc1ccc(S(=O)(=O)N2CCCC2)cc1C | -7 | 0% | -6% | -18% | 0% | -2% | 23% | 10% | -4%
CCOc1ccc(/C=C/C(=O)Nc2ccc3nc(N(CC)CC)cc(C)c3c2)cc1OC | 0 | -4% | -9% | -19% | 4% | . | -50% | -1% | 1%
Cc1ccc(NC(=O)N2CCN(Cc3nc4ccc(C)cc4o3)CC2)c(Cl)c1 | -2 | 9% | -3%[60.1 µM] | -5% | -24% | . | -6% | -4% | 0%
CCOC(=O)c1c(-c2ccccc2)oc2ccc(NS(=O)(=O)c3ccccc3)cc12 | -1 | -13% | -9% | -23% | -30% | . | -14% | 4% | -5%

Record cards (already shown).
Entry for CCOC(=O)CCNC(=O)CNC(=O)OCc1ccccc1 → LDHA inh: -5; POLB inh: -1%; POLK inh: -17%; POLH inh: -21%; 12-LOX inh: 144%[activator]; APEX1 inh: 2%; RGS4 inhibitor: 1%; ERG-DNA inh: -12%; Apoferritin bind: -1%
Entry for CCn1cnc2c1c(=O)n(Cc1csc(-c3ccccc3)n1)c(=O)n2Cc1ccccc1 → LDHA inh: 0; POLB inh: 16%; POLK inh: -9%; POLH inh: -8%; 12-LOX inh: ?; APEX1 inh: -8%; RGS4 inhibitor: -1%[11.4 µM]; ERG-DNA inh: 16%; Apoferritin bind: -12%

Returning to the listing, starting two compounds before the break.
SMILES | LDHA inh | POLB inh | POLK inh | POLH inh | 12-LOX inh | APEX1 inh | RGS4 inhibitor | ERG-DNA inh | Apoferritin bind
Cc1ccc(NC(=O)N2CCN(Cc3nc4ccc(C)cc4o3)CC2)c(Cl)c1 | -2 | 9% | -3%[60.1 µM] | -5% | -24% | . | -6% | -4% | 0%
CCOC(=O)c1c(-c2ccccc2)oc2ccc(NS(=O)(=O)c3ccccc3)cc12 | -1 | -13% | -9% | -23% | -30% | . | -14% | 4% | -5%
Cc1cc(NC(=O)COC(=O)c2ccc(OC(F)(F)F)cc2)no1 | -6 | . | -5% | -18% | 386%[activator] | -1% | 5% | . | .
Cc1ccc(C(=O)NC=C(Cl)Cl)cc1 | -5 | 1% | -4% | -22% | 10% | 0% | -7%[11.4 µM] | 9% | 1%
CC(=O)c1ccc(OCC(O)Cn2nnc3ccccc32)cc1 (centres undefined) | -3 | 11% | -7% | 1% | -22% | -2% | 6% | . | -18%
COc1ccc(C2=CC(c3cc(OC)c(OC)c(OC)c3)NC(=S)N2)cc1 (centres undefined) | 5 | 0% | -8% | -3% | ? | -3% | -10%[11.4 µM] | 6% | -12%
Cc1cc(OCC(=O)NC(Cc2c[nH]c3ccccc23)C(=O)O)ccc1Cl (centres undefined) | -8 | 22% | -19% | . | ? | . | 1% | -2% | -1%
CCOc1cc(S(=O)(=O)NCc2ccc3c(c2)OCO3)ccc1F | -4 | ? | -13% | -11% | ? | -2% | -8%[11.4 µM] | -13% | -4%
CC(C)CNS(=O)(=O)c1ccc(S(=O)(=O)N2CCN(C3CCCC3)CC2)cc1 | -7 | 15% | 5% | -18% | -10% | 7% | 6% | 5% | -3%
COc1ccc(NS(=O)(=O)c2cc(NC(=O)[C@H](C)NC(N)=O)ccc2N2CCCC2)cc1 | 4 | . | -6% | -6% | ? | -5% | -18% | 17% | .
COc1ccc(-c2noc(-c3ccc(Cl)cc3)n2)cc1 | -11 | -6% | 0% | -11% | . | 1% | 22%[11.4 µM] | 0% | -3%
CCOC(=O)c1c(NC(=O)CSc2nc3cccnc3n2C)sc(C(C)=O)c1C | 1 | -1% | -7% | 7% | . | -2% | -23% | 11% | ?
CC(NC(=S)NNS(=O)(=O)c1cccc([N+](=O)[O-])c1)c1ccccc1 (centres undefined) | -9 | 4% | -5% | -21% | ? | 20% | -38% | 9% | -5%
CCN(CC)CCNC(=O)c1nn(-c2ccc(OC)c(Cl)c2)c(=O)c2c1c1ccccc1n2C | -4 | 26% | 1% | -4% | -13% | . | 10% | -2% | -1%
CCn1c(C(=O)O)c(CC(=O)Nc2ccccc2F)c2ccccc21 | 0 | 10% | 1% | -21% | -7% | -3% | 3% | 3% | -2%
CC(=O)C12OC1CC1C3CCC4=CC(=O)CCC4(C)C3CCC12C (centres undefined) | -9 | 18% | -8% | -10% | -4% | 12% | -1% | -5% | -9%
Cc1ccc(C)c(N2CCN(C(=O)c3ccc(NS(=O)(=O)c4c(C)noc4C)cc3)CC2)c1 | 4 | 3% | -9% | -9% | 30%[activator] | -7% | -1%[11.4 µM] | -2% | -24%
